Bioassay records (PubChem BioAssay)
ALDH1A1 inh: blocks purified human ALDH1A1 activity; P00352; Purified ALDH1A1, NADH fluorescence, propionaldehyde substrate; Potency, µM (highest dose often 75.3 µM), without a hit: at the top dose activity, negative = inhibition, most hits filed as inhibitors; 220,000 tested, 7.3% active; AID 1030; active = well fitted inhibition curve with a large enough effect, not every such curve was filed as active; inconclusive = small, poorly fitted or top-dose-only effect, or another doubt; inactive = no such curve, though single readings can be large or run the other way;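 also: plate controls were no enzyme wells and a reference inhibitor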
Target sequence (P00352 whole entry, looked up): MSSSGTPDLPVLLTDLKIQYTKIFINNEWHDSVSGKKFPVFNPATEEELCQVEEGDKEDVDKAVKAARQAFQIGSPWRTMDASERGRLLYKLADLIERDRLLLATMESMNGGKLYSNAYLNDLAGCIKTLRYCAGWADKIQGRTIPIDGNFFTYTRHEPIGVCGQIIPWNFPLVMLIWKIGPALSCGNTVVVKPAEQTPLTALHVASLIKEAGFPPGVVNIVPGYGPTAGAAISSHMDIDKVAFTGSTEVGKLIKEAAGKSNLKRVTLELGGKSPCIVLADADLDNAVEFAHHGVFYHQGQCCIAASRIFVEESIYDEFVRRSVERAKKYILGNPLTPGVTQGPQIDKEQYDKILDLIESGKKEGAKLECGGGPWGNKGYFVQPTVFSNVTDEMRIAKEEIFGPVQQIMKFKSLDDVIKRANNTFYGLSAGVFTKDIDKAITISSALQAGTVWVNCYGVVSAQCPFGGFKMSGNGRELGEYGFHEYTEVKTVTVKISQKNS
GAA spleen mod: inhibitors or activators of human alpha-glucosidase in spleen homogenate. Potency, µM (doses to about 79.9 µM), without a hit: top-dose activity change, negative = inhibition, hits mostly inhibitors. 240,000 tested, 0.006% active. human spleen homogenate, 4-MU-alpha-glucoside fluorescence. P10253. AID 2112;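 also: 0% = enzyme with vehicle and -100% = no enzyme basal signal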
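Enzyme source: human spleen homogenate, 1 ug/well. Buffer 50 mM citric acid/K phosphate pH 5.0, 0.01% Tween-20. 4-MU-alpha-glucoside 1 mM; 37 C x 40 min; NaOH/glycine stop; fluorescence.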
GAA glycogen: GAA glycogen-cleavage inhibition or activation. P10253. recombinant GAA, glycogen substrate, Amplex Red glucose oxidase fluorescence. Potency, µM (titrated, usually from 76.4 µM), inactives show top-dose activity change, negative = inhibition, usual class: inhibitors. 300,000 tested, 0.38% active. AID 2100;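 also: 0% = full enzyme reaction and -100% = no-enzyme basal signal; the screen sought inhibitors and activators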
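Recombinant human enzyme (4 nM); glycogen substrate; 37 C, 40 min, pH 5.0. Readout: coupled glucose oxidase/Amplex Red fluorescence.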
JMJD2E inh: blocks human JMJD2E demethylase activity | B2RXH2 | JMJD2E catalytic domain, FDH-coupled NADH fluorescence (FDH is formaldehyde dehydrogenase) | Potency, µM (top dose mostly 57.1 µM), for the others: at the highest dose activity change, negative = inhibition, hits mostly inhibitors | 230,000 tested, 1.6% active; active = well fitted inhibition curve with a large enough effect, not every such curve was filed as active; inconclusive = small, poorly fitted or top-dose-only effect, or another doubt; inactive = no such curve, though single readings can be large or run the other way;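 also: 0% = wells with enzyme and -100% = buffer wells without enzyme; nearly all actives have a fitted effect of over 50% in size; many of its hits are not listed in these tables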
Target sequence (B2RXH2 1-337 limits assumed): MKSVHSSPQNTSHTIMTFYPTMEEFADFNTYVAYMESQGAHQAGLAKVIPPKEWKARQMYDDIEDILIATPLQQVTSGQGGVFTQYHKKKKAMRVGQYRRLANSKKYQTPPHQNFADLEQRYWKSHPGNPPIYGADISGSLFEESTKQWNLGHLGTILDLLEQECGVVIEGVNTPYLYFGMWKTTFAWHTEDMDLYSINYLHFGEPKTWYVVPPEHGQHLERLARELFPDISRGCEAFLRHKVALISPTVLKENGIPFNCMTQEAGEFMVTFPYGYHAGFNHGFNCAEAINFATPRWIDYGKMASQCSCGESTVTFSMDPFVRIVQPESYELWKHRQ
RGS12 GoLoco inh: inhibitors of human Gai1-RGS12 GoLoco interaction (red fluorophore); P63096; Gai1:RGS12 GoLoco peptide FP, rhodamine, 10 min; Potency, µM (top dose mostly 61.6 µM), for the others: top-dose activity, negative = inhibition, hits mostly inhibitors; AID 880; 230,000 tested, 0.44% active; active = well fitted inhibition curve with a large enough effect, not every such curve was filed as active; inactive = no such curve, though single readings can be large or run the other way; also: % is scaled to controls: 0 for no effect and ±100 for the full control effect; nearly all actives have a fitted effect of over 30% in size; many of its hits are not listed in these tables
GLA spleen mod: inhibits or activates alpha-galactosidase in human spleen homogenate; 240,000 tested, 0.008% active; human spleen homogenate, 4MU-alpha-Gal fluorescence, 40 min; AID 2107; Potency, µM (doses to about 80 µM), for inactives: at the top dose activity change, negative = inhibition, hits mostly inhibitors; P06280;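 also: 0% = enzyme with vehicle and -100% = no enzyme basal signal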
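Human spleen homogenate (1 ug) as enzyme source, 4-methylumbelliferyl-alpha-D-galactopyranoside 1 mM final, citrate/phosphate pH 5.0 with 0.01% Tween-20. Compounds 40 min at 37C, NaOH/glycine stop; fluorescence Ex 365/Em 440, Hill-fit AC50.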
SMN2 splice enh: enhancers of SMN2 splice variant expression | 210,000 tested, 2.8% active | Potency, µM (doses to about 46.1 µM), for inactives: at the top dose activity change, positive = activation, most hits filed as activators | HEK293 SMN2-luciferase splicing reporter, luminescence, 30-36 h; also: % of control where 0% means no effect; nearly all actives have a fitted effect of over 55% in size
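qHTS luciferase splicing reporter: luminescence rises when SMN2 exon 7 is included in transfected HEK293 cells. Compound exposure lasted 30-36 h at 37C, with 4.5 mM final sodium butyrate as control, followed by a ONE-Glo read.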
GAA inhib: inhibitors of human lysosomal alpha-glucosidase | P10253 | 200,000 tested, 0.005% active | AID 1466 | Potency, µM (top dose mostly 76.9 µM), without a hit: at the highest dose activity change, negative = inhibition, most hits filed as inhibitors | purified human GAA, 4-MU-alpha-glucoside fluorescence;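 also: plate controls were uninhibited enzyme wells for no effect and no-enzyme background for full effect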
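Fluorescence at Ex 365/Em 440 nm from 4-methylumbelliferone reported enzyme activity after 20 min at room temperature. Reactions used 4 nM enzyme and 400 uM substrate at pH 5.0; curves fitted with the Hill equation.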
The depositor's hits bear a star; ? = inconclusive; . = not tested or not shown; & = joins results of further samples; [ ] = remark or other dose. Unless noted, calls follow the shape of the dose curve; as a rule, active = well fitted curve in the direction sought with a large enough effect; inconclusive = small, poorly fitted or top-dose-only effect, or another doubt; inactive = no such curve, though single readings can be large; an effect the other way counts as inactive or inconclusive. Potency is read from the fitted curve at half-maximal effect.

Letters – A = ALDH1A1 inh; B = GAA spleen mod; C = GAA glycogen; D = JMJD2E inh; E = RGS12 GoLoco inh; F = GLA spleen mod; G = SMN2 splice enh; H = GAA inhib
Clc1ncn(CCOc2ccccc2)c1Cl
  A: 4% | B: 1% | C: -5% | D: -7% | E: 4% | F: 6% | G: . | H: 11%

Nc1nc(SCc2ccccc2Cl)nc2nc3c(cc12)CCCC3
  A: ? | B: 5% | C: 2% | D: -21% | E: 37%[activator] | F: 6% | G: -15% | H: ?

COC(=O)C1c2ccccc2-c2ccccc21
  A: 3% | B: -1% | C: -8% | D: 1% | E: -11% | F: 0% | G: 21% | H: 2%

O=C(O)c1oc2ccccc2c1-n1cccc1
  A: 3% | B: 9% | C: 8% | D: -2% | E: 7% | F: 11% | G: 14% | H: -8%

COc1ccc(F)cc1C(=O)C1CCCN(Cc2cn(C)c3ccccc23)C1 (stereo unspecified)
  A: ? | B: -2% | C: 1% | D: -6% | E: 18% | F: 0% | G: . | H: -14%

O=C(CSc1nc2ccccc2c(=O)n1-c1ccccc1)N1CCCc2ccccc21
  A: ? | B: -3% | C: -3% | D: 5% | E: . | F: 3% | G: . | H: 1%

CCO[C@H]1OC(C(=O)Nc2ccccc2)=C[C@@H](c2ccc(Br)cc2)[C@@H]1CCCO
  A: -8% | B: 4% | C: -10% | D: -1% | E: 4% | F: 3% | G: . | H: .

COc1ccc(COn2c(=O)c(C)[n+]([O-])c3ccccc32)cc1OC
  A: ? | B: -6% | C: -14% | D: -2% | E: 21% | F: 4% | G: -9% | H: 2%

COc1cccc(CNc2ccc3c(c2)ncn3C(C)C)c1OC
  A: ? | B: 2% | C: -11% | D: ? | E: 0% | F: 6% | G: ? | H: -4%[15.4 µM]

Cc1ccc(S(=O)(=O)NCC2CCC(C(=O)NCCCOC(C)C)CC2)cc1 (stereo unspecified)
  A: 0.71µM* | B: -4% | C: 1% | D: 5% | E: 0% | F: 0% | G: -42% | H: 1%

O=C(NC1CC1)c1ccc(F)cc1Cl
  A: -6% | B: -1% | C: -12% | D: 0% | E: 11% | F: 4% | G: 0% | H: 0%

Cc1ccc(NC(=O)C(Cc2ccccc2)NC(=O)c2ccco2)cc1 (stereo unspecified)
  A: 2% | B: 7% | C: 2% | D: -4% | E: -5% | F: 0% | G: -18% | H: 0%

COc1cccc(NS(=O)(=O)c2ccc(NC(C)=O)cc2)c1
  A: -1% | B: -8% | C: -7% | D: 0% | E: 5% | F: -3% | G: -22% | H: 0%

Cc1ccc(S(=O)(=O)N[C@@H](C)C(=O)N2CCC(C(=O)N3CCC[C@H]3C(=O)O)CC2)cc1
  A: 5% | B: 11%&-1% | C: 4%&3% | D: 5%&-2% | E: 4%&5% | F: 13%&-2% | G: ? | H: 1%

CC(/C=N/NC(=O)c1cc(-c2ccc(Cl)cc2)nc2ccccc12)=C\c1ccco1
  A: ? | B: -9% | C: 0% | D: ? | E: 16% | F: -11% | G: -18% | H: -8%

(listing goes on)
Letters – A = ALDH1A1 inh; B = GAA spleen mod; C = GAA glycogen; D = JMJD2E inh; E = RGS12 GoLoco inh; F = GLA spleen mod; G = SMN2 splice enh; H = GAA inhib
CC1=C(/C=C/C(C)=C/C=C/C(C)=C/C=C/C=C(C)/C=C/C=C(C)/C=C/C2=C(C)C(=O)CCC2(C)C)C(C)(C)CCC1=O
  A: -3% | B: -13% | C: . | D: -4% | E: 17% | F: -12% | G: -9% | H: .

CC(C)Nc1nc(NC(N)=S)nc(NC(C)(C)C)n1
  A: ? | B: -6% | C: 1% | D: ? | E: 8% | F: -9% | G: . | H: 5%

O=C1CN(Cc2ccccc2)C(=NCc2ccco2)S1
  A: ? | B: -3% | C: 0% | D: 3% | E: -4% | F: 1% | G: 4% | H: ?

O=C(Nc1ccccc1)N(CCCN1CCOCC1)Cc1cc2cc3c(cc2[nH]c1=O)OCCO3
  A: ? | B: 2% | C: 1% | D: ? | E: 13% | F: ? | G: -31%[inhibitor] | H: 12%

O=C(N/N=C/c1c[nH]c2ccccc12)c1cc2ccccc2o1
  A: . | B: 7% | C: -7% | D: -27% | E: 11% | F: -7% | G: . | H: .

CC(O)(C#CCN1CCOCC1)c1ccccc1 (stereo unspecified)
  A: -7% | B: -5% | C: 5% | D: -1% | E: 4% | F: 4% | G: -8% | H: -8%

Cc1ccc2nc(-c3ccc(-c4ccccn4)s3)cn2c1
  A: . | B: ? | C: 0% | D: ? | E: 9% | F: ? | G: . | H: .

CCCCCCOc1ccc(C(CC(=O)O)C(N)=O)cc1 (stereo unspecified)
  A: 2% | B: 5% | C: 6% | D: 0% | E: 5% | F: 6% | G: 6% | H: -8%

CCOC(=O)C1CCN(c2ccc(C(N)=O)cc2[N+](=O)[O-])CC1
  A: -1% | B: -7% | C: 1% | D: -1% | E: . | F: 5% | G: . | H: 2%

COc1cccc(C(=O)N2CCN(c3ncccn3)CC2)c1
  A: ? | B: -3% | C: 1% | D: -1% | E: -12% | F: -20% | G: -7% | H: -7%

N=c1n(CCCOc2ccc(Br)cc2)c2ccccc2n1CC(N)=O
  A: 2% | B: -11% | C: 4% | D: 10% | E: 6% | F: 0% | G: . | H: 6%[15.4 µM]

O=c1[nH]cnc2c1nc(Cl)n2C1OC(CO)C(O)C1O (stereo unspecified)
  A: -1% | B: -5% | C: . | D: 4% | E: 3% | F: 7% | G: -5% | H: .

CC(C)c1cc(N=NC(N)=O)cc(C(C)C)c1O
  A: ? | B: 0% | C: -5% | D: 1% | E: 9% | F: 2% | G: -17% | H: -4%

CC(C)(C)NC(=O)COC(=O)c1ccccc1C(=O)c1ccccc1
  A: -6% | B: 5% | C: 0% | D: -3% | E: 7% | F: 5% | G: 15% | H: -5%

CCCCCC(=O)Nc1cccc(C2=NOC3(C2)C[C@@H](C(N)=O)N(C(=O)c2ccc(Cl)cc2)C3)c1 (stereo partly specified)
  A: . | B: -1% | C: 5% | D: -6% | E: 3% | F: -1% | G: . | H: .

Next records.
Letters – A = ALDH1A1 inh; B = GAA spleen mod; C = GAA glycogen; D = JMJD2E inh; E = RGS12 GoLoco inh; F = GLA spleen mod; G = SMN2 splice enh; H = GAA inhib
CC(C)CNC(=O)N1c2ccccc2Sc2ccccc21
  A: 13% | B: 4% | C: 3% | D: -4% | E: 3% | F: 9% | G: . | H: 9%[15.4 µM]

COc1cc(OC)cc(C(=O)NCC(=O)OCC(=O)c2cc(OC)ccc2OC)c1
  A: ? | B: -16% | C: 9% | D: 3% | E: 24% | F: -5% | G: 17% | H: -1%

Cc1ccc(NC(=O)CSc2nnc(-c3cccnc3)n2-c2ccc(C)cc2)cc1
  A: 6% | B: 0% | C: 1% | D: -7% | E: 9% | F: -4% | G: 11% | H: ?

O=C(Nc1ccccc1)C1=C[C@@H](c2ccc(Br)cc2)C[C@@H](OCCCCO)O1
  A: 7.9µM* | B: 5% | C: 1% | D: -7% | E: 58%[activator] | F: 3% | G: . | H: .

CC(=O)Nc1cccc(C(=O)OCc2ccc(C(=O)Oc3ccc(Cl)cc3)cc2)c1
  A: 16% | B: 3% | C: -3% | D: -1% | E: 4% | F: -3% | G: -9% | H: ?

COc1ccc(-c2nc(-c3ccccc3)oc2Nc2c(C)cccc2C)cc1
  A: 1% | B: 0% | C: . | D: -4% | E: 1% | F: 4% | G: 2% | H: .

O=C(C[n+]1cccc(NC(=O)c2ccccc2)c1)c1ccc(NC(=O)c2ccccc2)cc1
  A: -19% | B: 5% | C: 0% | D: 2% | E: 5% | F: 4% | G: 1% | H: -3%

CCCCc1ccc(NC(=O)C2CCCO2)cc1 (stereo unspecified)
  A: 1% | B: -4% | C: 0% | D: 1% | E: -3% | F: 0% | G: 10µM* | H: -8%

c1ccc2nc(-c3ccncc3)ccc2c1
  A: -3% | B: -11% | C: 11% | D: 10% | E: -14% | F: 7% | G: 20% | H: 6%

CCCCC(=O)NC(c1ccccc1OC)c1ccc2cccnc2c1O (stereo unspecified)
  A: . | B: 6% | C: 4% | D: ? | E: 11% | F: 6% | G: . | H: .

CN1C(=O)C(=O)N(CC(=O)N2CCc3ccccc32)C1=O
  A: -3% | B: 4% | C: -18% | D: -3% | E: 15% | F: 6% | G: -22% | H: 1%

Cc1ccnc(N2CCC(C(=O)Nc3ccc4c(c3)CCC4)CC2)n1
  A: ? | B: 2% | C: -12% | D: ? | E: . | F: 7% | G: . | H: 5%

S=C1NCN(C2CCCCC2)CN1Cc1ccccc1
  A: 3% | B: 1% | C: 0% | D: 5% | E: 6% | F: -1% | G: -9% | H: -1%

Cc1ccc(SCC(=O)Nc2ccc(F)cc2[N+](=O)[O-])cc1C
  A: 0% | B: 1% | C: 7% | D: -3% | E: 9% | F: -2% | G: 3% | H: 2%

COc1ccccc1NC(=O)C1(C)Cc2ccccc2C(=O)O1 (stereo unspecified)
  A: 10% | B: 0% | C: 5% | D: -3% | E: 10% | F: -1% | G: 8% | H: 2%

Remaining list, next part.
Letters – A = ALDH1A1 inh; B = GAA spleen mod; C = GAA glycogen; D = JMJD2E inh; E = RGS12 GoLoco inh; F = GLA spleen mod; G = SMN2 splice enh; H = GAA inhib
Cc1cc(C)cc(OCc2ccc(C(=O)N3N=C(C(F)F)CC3(O)C(F)F)o2)c1 (stereo unspecified)
  A: 3% | B: -8% | C: -4% | D: -5% | E: 3% | F: -1% | G: 5% | H: 1%

CCOC(=O)c1c(C)[nH]c(C)c1C(=O)CSc1nc2ccccc2c(=O)n1-c1ccc(Cl)cc1
  A: ? | B: -4% | C: -4% | D: ? | E: 8% | F: -1% | G: -23% | H: ?

Cc1ccc2nc(SCC(=O)Nc3c(F)cccc3F)[nH]c2c1
  A: 1% | B: 7% | C: 13% | D: -8% | E: 1% | F: 0% | G: 5% | H: 12%

CC1=C/C(=N\NC(=O)c2ccc(O)cc2)CC1
  A: 3% | B: 3% | C: -11% | D: -3% | E: . | F: 1% | G: . | H: 5%

This is a subset; count on the stated rates, not on these rows.
